Screening data as filed in PubChem.
Mcl1-Noxa inh – disrupts binding of human Mcl-1 to Noxa peptide; Q07820; 1.5% of 220,000 active; TR-FRET Mcl-1/Noxa peptide binding, 2 h; inhibition, % at 21.7 µM; AID 1022;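 active = compounds that cut the protein-peptide binding signal by more than 50% relative to plate controls in a single-dose test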;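 also: His-tagged Mcl-1 with rhodamine Noxa BH3 peptide and terbium anti-His antibody; 0% = Mcl-1 plus Noxa peptide wells and 100% = peptide-only wells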
Target sequence (Q07820 whole entry, looked up): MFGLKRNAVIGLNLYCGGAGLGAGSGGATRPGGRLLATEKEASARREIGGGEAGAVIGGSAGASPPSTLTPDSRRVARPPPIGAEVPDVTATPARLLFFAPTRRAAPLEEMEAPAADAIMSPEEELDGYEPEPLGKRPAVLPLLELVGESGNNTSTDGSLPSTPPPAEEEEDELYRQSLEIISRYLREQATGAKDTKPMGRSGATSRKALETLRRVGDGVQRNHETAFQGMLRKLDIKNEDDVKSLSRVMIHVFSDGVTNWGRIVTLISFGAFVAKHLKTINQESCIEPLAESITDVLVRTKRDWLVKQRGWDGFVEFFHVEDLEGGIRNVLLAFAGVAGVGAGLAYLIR
Pf gamet viab – inhibitors of late stage P. falciparum gametocyte viability; P. falciparum stage V gametocytes, ATP luminescence, 24 h; inhibition, % at 10.9 µM; 0.065% of 150,000 active; AID 743093;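 active = inhibition above the mean plus 3 SD of compounds within the control limits, set per campaign, cut at about 38% in these data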;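 also: 0% = DMSO wells and 100% = medium only without gametocytes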
Mcl-1 Bim block – disrupts Bim peptide binding to human Mcl-1 | Q07820 | Bead-based flow cytometry, Bim peptide-Mcl-1 binding | inhibition, % at 10 µM | 0.1% of 190,000 active | AID 1009; in the data active = inhibition above about 40%;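 also: 0% = no compound tracer wells and 100% = peptide blocker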
Mcl1-Bid inh – disrupts binding of human Mcl-1 to Bid peptide; Q07820; TR-FRET Mcl-1/Bid-Dy647 peptide binding, 1536-well; inhibition, % at 21.7 µM; 0.97% of 220,000 active; AID 1021;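 active = compounds that cut the binding signal by more than half at the single screening dose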;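 also: His-tagged Mcl-1 with europium anti-His antibody binding Bid BH3 peptide; 0% = Mcl-1 plus peptide wells and 100% = peptide-only wells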
Rab7 wt modul – modulators of GTP binding to dog Rab7 wildtype GTPase | GST-Rab7 beads, fluorescent GTP binding, flow cytometry; actives lie on both sides; untreated = 100%, excess cold GTP = 0% | GTP binding activity (percent of control), % at 10 µM | 0.055% of 190,000 active;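 active = fluorescent GTP binding to Rab7 beads changed by at least 20 points from the 100% baseline, either direction, mostly lower; inconclusive = compound itself probably fluorescent, or too few beads counted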;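 also: median green fluorescence of bound Bodipy-FL-GTP per Rab7 bead population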
Rac1 wt modul – alters GTP binding to wildtype human Rac1. P63000. GST-Rac1 beads, fluorescent GTP binding, flow cytometry; actives lie on both sides; 0 = cold GTP competed, 100 = untreated. GTP binding activity (% of control), % at 10 µM. 0.27% of 190,000 active. AID 757;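 active = GTP binding activity at least 20 points away from the 100% control level, either lower or higher; inconclusive = compound flagged as likely green fluorescent, judged across all proteins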
Cdc42 wt – changes GTP binding to wildtype human Cdc42; 0.2% of 190,000 active; percent activity (GTP binding), % at 10 µM; GST-Cdc42 beads, Bodipy-GTP binding, flow cytometry; actives lie on both sides; P60953;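 active = percent activity GTP binding at least 20 points away from the 100% baseline, either down as inhibitor or up as activator; inconclusive = compound flagged as likely green fluorescent from well-wide comparison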;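 also: median bead fluorescence of bound Bodipy-FL-GTP at 100 nM; 0% = excess unlabeled GTP control and 100% = no compound control; below 100% means less GTP binding so inhibitor and above means activator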
Target sequence (P60953 whole entry, looked up): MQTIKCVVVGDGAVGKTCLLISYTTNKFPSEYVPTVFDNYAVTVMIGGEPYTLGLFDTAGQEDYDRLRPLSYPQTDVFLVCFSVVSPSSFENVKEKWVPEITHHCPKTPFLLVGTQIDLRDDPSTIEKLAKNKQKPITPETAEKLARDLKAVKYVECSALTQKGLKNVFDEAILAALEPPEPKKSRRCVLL
Rab2 wt GTP – changes GTP binding to wildtype dog Rab2A, up or down; GST-Rab2 wt beads, Bodipy-GTP binding, flow cytometry; GTP binding activity, % at 10 µM; 0.19% of 190,000 active; AID 760;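 active = GTP binding activity at least 20 points away from 100%, either lowered or raised; inconclusive = signal likely due to the compound's own green fluorescence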;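 also: 0% = beads with excess unlabeled GTP and 100% = no-compound control corrected for plate trend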
Rac1 mut GTP – human Rac1 activated mutant GTP binding change | P63000 | 0.11% of 190,000 active | GST-Rac1 activated beads, fluorescent GTP binding, flow cytometry; actives lie on both sides; 100% means binding = to untreated wells | percent activity (GTP binding), % at 10 µM;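 active = GTP binding at least 20 percentage points away from the 100% baseline, in either direction, so actives lie on both sides; inconclusive = Compound likely fluorescent itself, or too few beads counted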
HRas wt GTP – human HRas wildtype GTP binding, change in either direction; P01112; GST-Ras wt beads, Bodipy-FL-GTP binding, flow cytometry; actives lie on both sides; GTP binding activity, % at 10 µM; 0.14% of 190,000 active; AID 759;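 active = GTP binding activity at least 20% away from the 100% baseline, either lowered as inhibitor or raised as activator; inconclusive = flagged as likely green fluorescent, judged across all proteins in the well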;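 also: 0% = unlabeled GTP competition control and 100% = no-compound control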
Target sequence (P01112 whole entry, looked up): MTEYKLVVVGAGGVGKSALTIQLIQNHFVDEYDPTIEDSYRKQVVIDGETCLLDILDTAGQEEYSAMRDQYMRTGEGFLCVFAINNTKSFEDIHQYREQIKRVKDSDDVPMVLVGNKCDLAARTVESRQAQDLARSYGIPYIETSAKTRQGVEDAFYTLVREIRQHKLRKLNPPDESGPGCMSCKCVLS
Avidin fluor – avidin bead compound fluorescence profile; Avidin beads, compound fluorescence 488/530 nm, flow cytometry; stronger effect = higher value; fluorescence (KMESF) at 10 µM; 0.38% of 220,000 active; AID 1775; in the data active = fluorescence above about 47; also: inactives centre near 10
* = called active by the depositor; ? = inconclusive; . = not tested or not shown; & = joins results of further samples. The list is partial. The share of hits here may be higher or lower than overall.

SMILES	Mcl1-Noxa inh	Pf gamet viab	Mcl-1 Bim block	Mcl1-Bid inh	Rab7 wt modul	Rac1 wt modul	Cdc42 wt	Rab2 wt GTP	Rac1 mut GTP	HRas wt GTP	Avidin fluor
O=C(c1cccn2c(=O)c3ccccc3nc12)N1CCC2(CC1)OCCO2	18	.	-1	-18	100	102	104	101	100	101	26
CC(=O)c1ccccc1NC(=O)C1C2CCC(O2)C1C(=O)O (configuration not stated)	3	.	-1	-29	90	96	99	93	93	97	34
Cc1cc(/C=C2\C(=O)NC(=O)N(c3ccc(Cl)cc3)C2=O)c(C)n1C	21	11	2	-36	99	93	91	96	93	94	11
COCCOC(=O)c1c(C)n(C)c2ccc(OC(=O)N(C)C)cc12	-32	.	-2	-29	101	103	100	101	99	103	10
CC(C)Oc1cccc(C(=O)C2CCCN(C3CCOCC3)C2)c1 (configuration not stated)	10	-13	-3	-24	98	102	100	98	99	98	11
CC(C(=O)c1ccccc1)N1C(=O)c2ccccc2C1=O (configuration not stated)	-4	-1	-5	-12	95	100	96	99	100	99	12
CN(C)c1ccc(P(=S)(N(C)C)N(C)C)cc1	9	4	-1	-72	93	99	102	95	99	99	13
CC(C)CCC1(CCc2ccncc2)C(=O)NC(=O)NC1=O	7	6	-3	1	97	100	97	97	96	97	22
CC(=O)OC1N=C(c2ccccc2)c2cc(Br)ccc2NC1=O (configuration not stated)	3	.	1	-2	93	101	99	98	99	100	16
Cc1nn(Cc2ccccc2)c(C)c1C(=O)OCC(=O)NC1CCS(=O)(=O)C1 (configuration not stated)	-9	.	-6	-18	94	106	102	102	101	100	2
OC1(CN2CCOCC2)C2CC3CC(C2)CC1C3 (configuration not stated)	25	18	-4	-30	103	102	100	103	97	102	13
Cc1ccc(C(=O)N/C(=C\Cl)P(=O)(c2ccccc2)c2ccccc2)cc1	14	-12	-4	-7	98	104	105	101	101	103	15
CCOC(=O)c1c(C)n(CCOC)c2ccc(O)cc12	18	.	-1	-10	98	96	99	96	93	95	9
O=C1C2CCCN2C(c2ccc(Cl)c(Cl)c2)N1c1ccccn1 (configuration not stated)	9	.	-2	-4	98	102	98	98	96	98	38
Cc1ccc(CS(=O)(=O)CCC(=O)N2CCC3(CC2)OCCO3)cc1	5	.	-1	-12	98	99	102	98	98	99	10
Cc1nc2c(=O)n(C)c(=O)nc-2n(C)n1	-10	-8	2	-9	87	106	77*	85	82	88	5
C[C@H]1CCCC(=O)CCCCCc2cc(O)cc(O)c2C(=O)O1	2	.	1	-1	101	99	100	103	98	99	7
CCOc1ccc(C2C(C#N)=C(N)Oc3c2c(=O)oc2ccccc32)cc1 (configuration not stated)	8	.	0	3	95	97	97	93	94	96	26
OC(Cn1c2ccccc2c2ccccc21)C[n+]1cccc2ccccc21 (configuration not stated)	-3	.	3	-19	100	100	97	100	97	100	78*
CN(C)CC1CSCCC1(O)c1ccccc1Cl (configuration not stated)	28	.	-2	3	92	102	95	95	97	96	30
CN1CCC(N(C)Cc2cccnc2)CC1	-9	.	-4	-30	98	102	105	103	99	104	7
Cc1cc(C)n2nc(C)[n+](C)c2n1	12	-2	0	2	104	99	101	103	97	103	13
C=CCn1c(O)c(C(C)=Nc2ccc(C(=O)OCC)cc2)c(=O)[nH]c1=O	14	.	-1	2	98	102	100	99	99	100	6
Cc1ccc(N2C(=O)NC(=O)/C(=C/C=C/c3ccco3)C2=O)cc1	25	-11	-8	-36	94	90	87	88	86	90	23
COc1ccc(CN2CCN(c3ccccc3F)CC2)cc1O	27	.	0	81*	104	103	102	103	100	103	4
CCN(CC)CCCN=Cc1c(O)n(CCc2ccc(F)cc2)c(=O)[nH]c1=O	10	.	0	-27	102	104	103	103	99	102	22
Cn1cc(C(=O)Cc2ccccc2)c2ccccc21	11	11	-3	-6	100	103	102	98	102	101	13
O=C(Nc1ccc(F)cc1)c1c(O)c2c(n(Cc3ccccc3)c1=O)CCCC2	19	.	-3	-3	99	104	98	102	97	101	6
CC(C)[C@H]1C(=O)N2CCC[C@H]2[C@]2(O)O[C@](NC(=O)[C@@H]3C=C4c5cccc6[nH]cc(c56)C[C@H]4N(C)C3)(C(C)C)C(=O)N12	11	.	7	-15	101	101	100	101	97	100	4
COc1cc2c(cc1O)CC1c3c(cc(O)c(OC)c3-2)CCN1C (configuration not stated)	38&40	.	6	-44&-17	?	?	?	?	?	?	5&5
O=c1[nH]c(=O)n(-c2ccccc2F)c(O)c1C=NCCC1=CCCCC1	9	2	-2	1	101	103	99	99	95	99	14
Clc1ccc(N2CCNCC2)nn1	12	17	-2	-12	107	97	94	99	95	99	24
Cc1ccc(N2C(=O)NC(=O)C3(Cc4ccccc4N4CCN(c5ccccc5)CC43)C2=O)cc1 (configuration not stated)	16	-3	-5	-29	96	98	95	95	96	97	29
O=c1[nH]c(=O)n(CCC2=CCCCC2)c(O)c1C=NCCCn1ccnc1	-5	.	-3	-37	101	101	98	98	98	98	12
CC1=NCCc2c1[nH]c1ccccc21	22	.	2	-8	97	102	96	98	94	97	12
O=C(O)C1C2c3ccccc3C(c3ccccc32)C1C(=O)Nc1ccccc1 (configuration not stated)	17	-17	1	9	93	98	98	95	94	94	7
CC(NCc1ccccc1Cl)C(O)c1ccccc1 (configuration not stated)	21	-10	4	-1	101	107	101	100	99	103	29
CCCCN1C(=O)/C(=C\c2ccco2)C(=O)N(CCc2ccccc2)C1=O	-4	.	4	-75	?	?	?	?	?	?	5
CCN(CC)C(=O)c1ccc(NC(=O)c2cccc(F)c2)cc1	-10	7	-150	-17	?	?	?	?	?	?	6
COc1cccc(C(=O)C2CN(C)CC2c2ccc(Cl)cc2)c1 (configuration not stated)	1	9	0	-18	96	92	98	96	89	91	10
COc1ccc(C(=O)C2CCCN(Cc3cnc(C)s3)C2)c(OC)c1 (configuration not stated)	1	.	-1	-17	95	86	89	94	89	88	10
CCOC(=O)c1cc(C(O)(C(=O)OC)C(F)(F)F)c(/N=C/N(C)C)o1 (configuration not stated)	86*	.	0	-23	99	102	98	98	95	99	8
NCC(CC(=O)O)C1CCCCC1 (configuration not stated)	-3	.	0	-16	104	98	98	101	96	101	19
CC(=NCCO)c1c(O)n(C2CCCCC2)c(=O)[nH]c1=O	7	.	-2	-13	93	96	98	95	97	98	15
CN1CCN(c2ccc(S(=O)(=O)C(F)(F)F)cc2[N+](=O)[O-])CC1	-4	5	-5	-5	93	104	103	101	100	98	9
COc1cc2c(cc1OC)-c1c(OC)c(OC)cc3c1C(C2)N(C)CC3 (configuration not stated)	7	.	-2	-32	101	99	99	99	99	98	16
O=C(Cc1ccccc1)OCCN1CCCCC1	7	2	0	-30	100	101	102	99	98	101	9
CC1(c2ccccc2)NCCN2C(=O)CSC21 (configuration not stated)	17	.	25	24	99	100	100	99	96	99	33
C=CCn1c(O)c(C(C)=Nc2ccc(NC(C)=O)cc2)c(=O)[nH]c1=O	-4	.	-2	3	98	105	100	100	99	101	5
N#CC(C#N)=C(N)c1cccnc1	0	12	1	-37	96	98	95	98	99	97	5
Cc1nn(Cc2ccccc2)c(Cl)c1C(=O)O	8	.	-1	-23	?	?	?	?	?	?	7
O=C1NC(=O)N(c2ccc3c(c2)OCO3)C(=O)/C1=C/c1ccc(N2CCCC2)o1	-16	20	-3	-13	102	107	104	99	100	102	10
O=c1c(C=NCc2cccs2)c(O)n(C2CCCCC2)c(=O)n1C1CCCCC1	6	9	3	-45	99	102	98	100	99	101	12
C=CP(=O)(O)c1ccccc1	29	14	-1	55*	94	99	100	96	99	99	12
CCN1CCN(c2ncnc3ccc(Br)cc23)CC1	14	.	-1	-26	102	110	108	103	99	102	15
NP(=O)(OCC(F)(F)F)Oc1ccc(Cl)cc1 (configuration not stated)	16	5	-1	-6	98	101	103	100	100	100	11
O=c1c(/C=N/N2CCOCC2)c(O)n(-c2ccccc2)c(=S)n1-c1ccccc1	-1	.	-4	-40	100	101	97	100	100	101	14
Fc1ccc(C(OCCN2CCCC2)c2ccc(F)cc2)cc1	10	-7	-2	-19	106	108	107	103	103	104	11
O=C(CNC(=O)c1ccccc1)Nc1ccc(Br)cc1C(=O)c1ccccc1	4	.	-2	5	100	100	99	99	100	101	11
CC(=O)OC1N=C(c2ccccc2)c2cc(Br)ccc2N(C)C1=O (configuration not stated)	-9	.	0	-23	97	101	102	98	97	99	14
The list continues.
SMILES	Mcl1-Noxa inh	Pf gamet viab	Mcl-1 Bim block	Mcl1-Bid inh	Rab7 wt modul	Rac1 wt modul	Cdc42 wt	Rab2 wt GTP	Rac1 mut GTP	HRas wt GTP	Avidin fluor
Cc1cc(C(=O)CS(=O)c2ccc(F)cc2)cc(C)c1OC(=O)N(C)C (configuration not stated)	9	4	-4	8	98	105	105	100	106	102	12
Cc1ccc(C(c2nnnn2Cc2ccccc2)N2CC=C(c3ccc(F)cc3)CC2)cc1 (configuration not stated)	8	.	-1	-11	98	100	103	100	98	100	8
C=CCn1c(O)c(C(C)=NCCCO)c(=O)[nH]c1=O	11	.	-4	-14	94	93	95	98	97	96	14
COc1ccc2[nH]cc(CCN=C(N)N)c2c1	31	10	0	-15	110	100	99	103	96	98	9
C/C(=N/OC(=O)N(C)C)c1ncc(C(F)(F)F)cc1N1CCOCC1	2	.	-4	6	98	97	95	96	97	96	12
O=C(CNC(=O)OCc1ccccc1)Nc1ccc(Br)cc1C(=O)c1ccccc1Cl	13	12	5	-15	100	101	100	98	99	98	4
O=C(c1ccc(F)cc1)C(Cc1ccccc1)N1CCCCC1 (configuration not stated)	33	-2	-2	-32	99	99	97	94	96	97	9
CCCOc1ccccc1C1SCC(=O)Nc2c1c(=O)[nH]n2C(C)CCC (configuration not stated)	15	1	-6	-23	102	105	97	102	100	101	10
C=C[C@@H]1C[C@@]1(C)[C@@H](NP(=O)(c1ccccc1)c1ccccc1)c1ccccc1	-11	5	0	5	104	107	105	102	97	103	11
Cc1ccccc1N1C(=O)NC(=O)/C(=C\c2cnn(-c3ccccc3)c2)C1=O	27	11	-2	-65	98	97	97	95	96	95	5
c1ccc(CCNCc2ccccc2)cc1	6	.	-4	-4	97	101	100	97	99	99	8
Cc1ccc(CN2CCCC(C(=O)c3cccc(C(F)(F)F)c3)C2)o1 (configuration not stated)	3	-7	-1	-53	96	102	97	98	97	97	11

A second format for 2 compounds above.
Each structure is followed by: Mcl1-Noxa inh	Pf gamet viab	Mcl-1 Bim block	Mcl1-Bid inh	Rab7 wt modul	Rac1 wt modul	Cdc42 wt	Rab2 wt GTP	Rac1 mut GTP	HRas wt GTP	Avidin fluor
- C=C[C@@H]1C[C@@]1(C)[C@@H](NP(=O)(c1ccccc1)c1ccccc1)c1ccccc1
→ -11	5	0	5	104	107	105	102	97	103	11
- Cc1ccccc1N1C(=O)NC(=O)/C(=C\c2cnn(-c3ccccc3)c2)C1=O
→ 27	11	-2	-65	98	97	97	95	96	95	5
